PDI turbidity = PDI (human) enzyme inhibition | inhibition, % at 10 µM | P07237 | PDI insulin aggregation turbidity, A650, 90 min | AID 588391 | 350,000 compounds, 0.052% hits;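 active = mean inhibition across replicates of 30% or more, whatever share of single replicates reach that level; inconclusive = mean inhibition below 30% while every single replicate reaches 30%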;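 also: absorbance from insulin aggregation driven by PDI reduction with DTT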
Target sequence (P07237 whole entry, looked up): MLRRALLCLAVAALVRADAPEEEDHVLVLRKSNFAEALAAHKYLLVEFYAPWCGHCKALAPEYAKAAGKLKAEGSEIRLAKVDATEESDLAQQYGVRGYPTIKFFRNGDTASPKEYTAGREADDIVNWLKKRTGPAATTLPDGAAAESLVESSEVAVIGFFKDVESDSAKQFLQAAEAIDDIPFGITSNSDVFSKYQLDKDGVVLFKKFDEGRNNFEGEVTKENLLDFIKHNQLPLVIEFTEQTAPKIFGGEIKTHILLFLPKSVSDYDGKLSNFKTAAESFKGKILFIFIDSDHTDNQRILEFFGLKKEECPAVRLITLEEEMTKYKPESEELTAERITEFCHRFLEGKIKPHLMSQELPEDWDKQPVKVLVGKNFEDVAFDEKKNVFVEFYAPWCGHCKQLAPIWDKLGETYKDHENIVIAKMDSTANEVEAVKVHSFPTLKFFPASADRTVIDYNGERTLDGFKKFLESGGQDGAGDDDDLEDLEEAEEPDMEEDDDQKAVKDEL
Exocytosis inh = blocks lytic granule exocytosis. TALL-104 LAMP-1 surface exposure, flow cytometry; cells stimulated with thapsigargin and PMA. inhibition, % at 10 µM. 360,000 compounds, 0.66% hits. AID 651702;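 active = inhibition above about 55%, limit read from the data; inconclusive = no clear call, values can overlap the other calls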
CaV13 ICDI inh = Primary screen for inhibitors of IQ motif and Ca2+-dependent inactivation inhibitor domain binding in CACNA1D, Förster resonance energy transfer in living cells, …; HEK cells, CFP/YFP FRET ICDI-IQ, plate reader, 10 min; percent FRET-ratio fall versus neutral wells; inhibition, % at 12.3 µM; 340,000 compounds, 0.098% hits;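 active = mean replicate inhibition of at least 30% and at least 1% of replicates passing that level; inconclusive = only one of the two criteria is met; inactive = neither criterion is met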;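 also: 0% = median of the neutral control wells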
TRPM1 prom inh = MITF TRPM1 promoter inhibition in SK-MEL-5 cells. SK-MEL-5 TRPM1 promoter luciferase, 24 h. inhibition, % at 12.5 µM. 330,000 compounds, 0.83% hits. AID 488899;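 active = mean inhibition across replicates of 60% or more, whatever share of single replicates reaches that level; inconclusive = some that reach 60%, reason not given; inactive = mean inhibition across replicates below 60%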; also: values of inactives mirror those of a sister screen read the other way
Vif inh = HIV Vif inhibition; HEK293T cells, Vif self-association by quenched fluorescence, imaging, 24 h; inhibition, % at 7.49 µM; 340,000 compounds, 0.35% hits; AID 602346; in the data active = inhibition above about 50%, passing the limit was not always enough; inconclusive = no clear call, values can overlap the other calls; inactive = below about 31%; also: some results filed as inactive read as strong as hits
NR2E3 ag-1 = activates human NR2E3 receptor; Q9Y5X4; CHO-S Gal4-NCOR/VP16-NR2E3 two-hybrid, luciferase; inhibition of corepressor binding, % at 3.98 µM; 360,000 compounds, 0.35% hits; AID 602229;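 active = inhibition above the mean of all tested compounds plus 3 SD, cut at about 70% in these data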;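 also: 0% = DMSO with NR2E3 transfected cells and 100% = cells lacking NR2E3 construct; higher means lower luciferase signal from less NR2E3 corepressor binding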
Target sequence (Q9Y5X4 whole entry, looked up, the tested form may be a part): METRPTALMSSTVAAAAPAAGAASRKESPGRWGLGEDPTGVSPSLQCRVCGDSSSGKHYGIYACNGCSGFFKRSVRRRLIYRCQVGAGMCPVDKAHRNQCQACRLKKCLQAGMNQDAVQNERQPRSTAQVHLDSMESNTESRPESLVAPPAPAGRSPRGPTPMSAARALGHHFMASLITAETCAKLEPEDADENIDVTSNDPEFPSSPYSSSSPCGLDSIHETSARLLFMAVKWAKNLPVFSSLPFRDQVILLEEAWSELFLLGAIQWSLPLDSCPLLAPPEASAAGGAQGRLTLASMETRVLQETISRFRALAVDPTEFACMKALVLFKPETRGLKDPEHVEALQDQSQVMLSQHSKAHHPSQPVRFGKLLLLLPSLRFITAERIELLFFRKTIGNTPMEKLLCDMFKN
aDG glyco act = increases alpha dystroglycan glycosylation; 360,000 compounds, 0.22% hits; activation, % at 10 µM; AID 624168; Pro5-aDG cells, alpha-DG glycosylation AlphaScreen (IIH6); 0% Pro5, 100% B10-LARGE cell signal;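 active = activation of at least 8% versus controls, or a plate z-score of at least 8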;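 also: Pro5 are CHO cells carrying HIG-tagged alpha-DG that lacks glycosylation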
Peg3 prom inh = Peg3 promoter activity inhibition | 360,000 compounds, 1.7% hits | AID 588405 | inhibition, % at 20 µM | HeLa PEG-Prom luciferase reporter, luminescence, overnight;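 active = inhibition of at least 50% at 20 µM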
NR2E3 ag-2 = NR2E3 (human) agonism; AID 2300; GST-NR2E3/biotin-RetCOR TR-FRET, 1536-well; inhibition of corepressor binding, % at 4.78 µM; 320,000 compounds, 0.12% hits;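 active = percent inhibition above the cutoff of mean plus 3 SD of all tested compounds, set per screening campaign, cut at about 20% in these data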;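 also: 0% = DMSO wells and 100% = biotin wells as full block of FRET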
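System: GST-NR2E3 and biotin-RetCOR proteins; probe or stimulus: 7 nM biotin-RetCOR; doses: compound at 4.8 µM, single dose; schedule: Compound–protein incubation for 5 h at 4 °C; detection: time-resolved FRET; read-out: percent inhibition; controls: biotin wells as high control, 0.6% DMSO wells as low control; format: 1536-well plates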
iPSC survival up = increases survival of single human iPS cells; 360,000 compounds, 0.044% hits; AID 602274; hiPSC single-cell survival, ATPlite luminescence; 100% = ROCK inhibitor wells, 0% = DMSO; survival enhancement, % at 20 µM; in the data active = survival enhancement above about 18%;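 also: cells exposed to compounds for 16 hours before the ATP read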
HIF-2a block = HIF-2a inhibition; 786-0 RCC cells HIF-2a reporter, luciferase luminescence, overnight; inhibition, % at 18.8 µM; 360,000 compounds, 0.72% hits; AID 624352;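 active = inhibition of the luminescence signal of 40% or more relative to plate controls, in a single-dose primary screen at 18.75 µM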
The depositor's hits bear a star; ? = inconclusive; nt = not tested or not shown.

SMILES | PDI turbidity | Exocytosis inh | CaV13 ICDI inh | TRPM1 prom inh | Vif inh | NR2E3 ag-1 | aDG glyco act | Peg3 prom inh | NR2E3 ag-2 | iPSC survival up | HIF-2a block
CCOC(=O)n1c(=O)oc2ccc(Cl)cc21 | 5 | 2 | -4 | 23 | 6 | 20 | -0.1 | -15 | 2 | -2.7 | 5
Nc1ccccc1SC1CC(=O)N(c2ccc(Cl)c(Cl)c2)C1=O (configuration not stated) | -4 | -3 | -17 | 11 | -4 | 4 | 0.5 | 20 | 1 | -0.6 | 22
Cc1cccc(NS(=O)(=O)c2cccc(C(=O)Nc3cccc(C(=O)O)c3)c2)c1 | 7 | 0 | -19 | 2 | 38 | -11 | -0.1 | 6 | 1 | -0.3 | 22
CC(=O)Nc1ccc(NC(=O)CSCc2cnn(-c3ccccc3)c2-n2cccc2)cc1 | -3 | -1 | nt | -5 | -4 | -6 | 0.1 | -11 | -2 | 1.7 | 10
Nc1nnnn1/N=C/c1ccccc1OCc1ccc(Cl)cc1 | -5 | 31 | -6 | -23 | -1 | 7 | 0.8 | -2 | -3 | -2.2 | -23
Cc1nc2c(cnn2-c2ccccc2Cl)c(=O)n1-c1ccc(N2CCC(C)CC2)cc1 | 5 | 3 | nt | 13 | 11 | -13 | 0.6 | 32 | -3 | -1.6 | 9
Cc1cc(Nc2ccc(F)cc2)nc(N)n1 | 3 | 0 | -5 | 3 | 3 | 4 | 0.1 | -18 | -3 | 1.0 | -12
CC(=O)NCC1CCCN(C(=O)c2oc3c(F)cccc3c2C)C1 (configuration not stated) | -9 | 0 | -3 | -6 | -1 | -25 | 0.1 | -14 | 3 | -0.3 | -13
O=C1C(=Cc2ccccn2)CCc2ccccc21 | -3 | 0 | -6 | nt | 7 | -20 | 0.8 | -72 | nt | -2.6 | -77
Nc1nonc1-n1nnc(C(=O)N/N=C/c2cccc(Cl)c2)c1CSc1ccccc1 | -3 | 40 | -2 | nt | 3 | -4 | -0.2 | 11 | 4 | -0.4 | 21
COc1ccc(NCC(=O)NN=C2CCS(=O)(=O)c3ccc(F)cc32)cc1 | -5 | -3 | -9 | nt | 33 | -9 | -0.2 | 12 | nt | 1.6 | 3
COc1ccc([N+](=O)[O-])cc1N(CC(O)CN1CCCCC1)S(=O)(=O)c1ccccc1 (configuration not stated) | 5 | 8 | -4 | 3 | 0 | -12 | 0.0 | -1 | -1 | -1.7 | 7
COc1cccc(C(=O)Nc2ccc(NC(=O)C3C4C=CC(C4)C3C(=O)O)cc2)c1 (configuration not stated) | 5 | 8 | -5 | 7 | -2 | -101 | 0.2 | -4 | 0 | -0.2 | -92
CCc1c(C)sc(NC(=O)c2ccccc2[N+](=O)[O-])c1C(N)=O | 1 | 1 | -3 | 6 | -15 | -6 | 0.0 | -71 | 4 | -2.9 | -7
Cc1nnc2ccc(-c3ccc(NS(=O)(=O)c4ccccc4[N+](=O)[O-])cc3)nn12 | 7 | 0 | -2 | -1 | 76* | 20 | 0.0 | 0 | 6 | 1.4 | 22
Cn1nnc(C(O)CN2CCOCC2)n1 (configuration not stated) | -1 | -3 | -5 | 4 | 0 | -3 | -0.1 | 1 | 0 | -2.2 | -2
Brc1ccccc1-c1csnn1 | 1 | 6 | -5 | 0 | 8 | 3 | -0.2 | 8 | -1 | -2.2 | -3
Cc1ccc(C)c(C(=O)CCC(=O)Nc2cccnc2)c1 | 1 | -3 | -4 | -3 | -7 | -9 | -0.2 | -3 | 1 | 11 | -4
COc1ccc(C(=O)c2[nH]c(N)c(C(=O)NCCc3c[nH]c4ccccc34)c2-c2ccc(OC)c(OC)c2)cc1 | nt | -2 | -9 | nt | nt | -9 | -0.5 | nt | nt | 0.5 | 19
O=C(OCC(=O)N1CCN(c2ccccc2)CC1)c1ccc(O)cc1O | 3 | 0 | nt | 0 | -1 | -8 | 0.0 | 18 | 4 | -0.6 | 10
COc1cc(OC)c(C(=O)NC2CCCCCC2)cc1OC | 2 | -3 | -5 | 7 | -16 | 0 | 0.3 | -10 | -3 | 9.5 | -20
CC(C)Nc1ncnc2c1nnn2Cc1ccccc1 | -3 | -1 | -4 | 8 | 5 | -5 | -0.2 | -10 | 0 | -0.5 | -8
OCCNc1nc(C2CC2)nc2c1nnn2Cc1ccccc1Cl | -1 | -1 | -8 | 1 | -7 | -10 | -0.1 | 21 | 2 | -0.6 | 8
Cn1c(-c2c(N)n(-c3ccccc3)c3nc4ccccc4nc23)nc2ccccc21 | -7 | -4 | -37 | -1 | -6 | -5 | 1.7 | 21 | 4 | 1.7 | -24
Cc1cc(C(F)F)n2nc(C(=O)Nc3ccc(F)cc3F)nc2n1 | 8 | -7 | -4 | 0 | -14 | -19 | 0.2 | -26 | -1 | -2.6 | 1
O=C(NC(=S)NNC(=O)c1ccccc1O)c1ccccc1 | 1 | 0 | -3 | -20 | -4 | -34 | 0.6 | 0 | -4 | -0.4 | -47
N#Cc1cccc(-n2nnnc2-c2ccccn2)c1 | 12 | 0 | -4 | -7 | 9 | 8 | 0.1 | -16 | 0 | -3.8 | -22
CCOC(=O)CNC(=O)Cn1cnc2c(nnn2-c2ccc(C)cc2)c1=O | -1 | -1 | -4 | 7 | 1 | 0 | 0.1 | 7 | 3 | -0.2 | 14
N=C1C(c2ccccc2)=C(O)CN1c1cccc(S(=O)(=O)N2CCOCC2)c1 | 6 | -6 | 3 | 2 | -4 | 1 | 0.0 | 12 | -4 | 0.3 | 7
Cc1c(NC(=O)CSc2ncnc3ccccc23)c(=O)n(-c2ccccc2)n1C | -8 | 1 | -19 | 11 | 9 | -19 | 0.2 | 6 | 2 | -0.3 | 3
Cc1ccc(S(=O)(=O)N2CCCCC2)cc1C(=O)N1C(C)CCCC1C (configuration not stated) | -2 | -1 | -6 | nt | -4 | 9 | 0.1 | -3 | nt | 0.0 | 10
COc1ccc(S(=O)(=O)N2CCC(C(=O)NCCc3ccc4c(c3)OCO4)CC2)cc1 | 0 | 1 | 19 | 6 | 2 | -6 | 0.0 | -7 | -1 | 0.1 | 12
COc1ccc(C(=O)C2CCCN(Cc3cccc4c3OCO4)C2)cc1OC (configuration not stated) | 1 | 0 | 0 | 13 | -3 | -29 | -0.1 | 3 | 0 | 0.1 | 26
Cc1csc2nc(O)c(C(=O)NCCCN3CCCC3=O)c(=O)n12 | -1 | 3 | -6 | 2 | -2 | -7 | -0.1 | 2 | 3 | 0.3 | 14
Cn1c(=O)n(C)c2cc(N3CCOCC3)c(NC(=O)c3ccc(F)cc3)cc21 | 9 | 0 | -7 | 0 | -1 | -6 | -0.2 | -18 | 2 | 2.1 | 5
CCCn1c(=O)c2[nH]cnc2n(-c2ccccc2C)c1=O | 3 | 3 | -5 | 0 | -5 | 1 | 0.0 | 22 | 0 | 0.4 | 16
Cc1cccc(NC(=O)C2CCCN(C(=O)NCc3ccccc3)C2)c1C (configuration not stated) | -42 | -14 | -3 | 1 | -4 | 3 | -0.1 | 16 | 5 | 0.3 | 1
Fc1ccc2nc3n(c2c1F)CCCCCC3 | -3 | -1 | -9 | -1 | 4 | -10 | 0.1 | 2 | 0 | -2.4 | 8
CCOC(=O)C(C(=O)N(C)Cc1ccccc1)C1CCCCC1 (configuration not stated) | 9 | 28 | -1 | 4 | -1 | -3 | 0.1 | 17 | 4 | 0.6 | 19
CC(C)NC(=O)C(=O)NC1CCCCCC1 | 6 | -3 | -5 | -7 | 0 | -15 | -0.2 | -30 | 1 | -2.3 | -42
CCOP1(=O)C=C(C(C)(C)C)OC1c1ccc(F)cc1 (configuration not stated) | 18 | -1 | -5 | 0 | -7 | 4 | 0.1 | 7 | 0 | 7.9 | 16
Cc1ccc(NC(NC(=O)c2ccccn2)C(Cl)(Cl)Cl)cc1 (configuration not stated) | 4 | -1 | -5 | -3 | 19 | 15 | -0.1 | -1 | 0 | -1.7 | 16
NC(=O)C1(N2CCCCC2)CCN(Cc2ccccc2Cl)CC1 | -6 | -1 | -5 | -3 | 5 | -3 | 0.2 | 8 | -1 | -2.2 | 10
Cc1cc(C)c(NC(=O)CS(=O)CC(=O)NCCCc2ccccc2)c(C)c1 (configuration not stated) | 1 | 3 | -10 | 8 | -8 | -4 | 0.1 | 1 | 2 | -0.5 | -12
O=C(NNC1=NCCC1)c1cccc(S(=O)(=O)N2CCCC2)c1 | 8 | -3 | 4 | 6 | 4 | -8 | 0.3 | 5 | -2 | 1.3 | 18

Complete entries, quoted from the list. Order of values: PDI turbidity, Exocytosis inh, CaV13 ICDI inh, TRPM1 prom inh, Vif inh, NR2E3 ag-1, aDG glyco act, Peg3 prom inh, NR2E3 ag-2, iPSC survival up, HIF-2a block
Record of Fc1ccc2nc3n(c2c1F)CCCCCC3 → -3, -1, -9, -1, 4, -10, 0.1, 2, 0, -2.4, 8
Record of Cn1c(=O)n(C)c2cc(N3CCOCC3)c(NC(=O)c3ccc(F)cc3)cc21 → 9, 0, -7, 0, -1, -6, -0.2, -18, 2, 2.1, 5

Going on with the list:
SMILES | PDI turbidity | Exocytosis inh | CaV13 ICDI inh | TRPM1 prom inh | Vif inh | NR2E3 ag-1 | aDG glyco act | Peg3 prom inh | NR2E3 ag-2 | iPSC survival up | HIF-2a block
O=C1C=C(NCc2ccc(Cl)cc2Cl)C2(CCCCC2)O1 | 4 | -6 | -4 | 5 | 0 | 2 | -0.2 | 16 | 1 | 0.6 | -3
Cn1c(SCC(=O)N2CCc3ccccc3C2)nnc1-c1ccncc1 | -7 | 0 | -7 | 1 | 12 | -17 | -0.1 | -2 | 3 | 3.6 | 12
CCCCCc1nnc(NC(=O)CN2C(=O)C3CCCCC3C2=O)s1 (configuration not stated) | 2 | -1 | nt | -1 | -6 | 26 | -0.5 | 11 | -5 | 0.2 | 12
CN(C)CCNC(=O)Cn1nc(-c2ccc(Cl)cc2)ccc1=O | 2 | -3 | -5 | 3 | 9 | -4 | -0.2 | 8 | -1 | -0.7 | 11
Brc1cc2c(cc1C1Nc3ccccc3C3C=CCC31)OCO2 (configuration not stated) | 3 | 7 | -5 | 6 | 6 | -8 | -0.2 | 38 | -1 | -2.9 | 3
Cc1cccc2cc(CN(CCCN3CCOCC3)Cc3nnnn3C(C)(C)C)c(=O)[nH]c12 | 1 | 2 | -3 | 17 | 12 | -8 | 3.3 | 17 | 4 | -0.9 | -2
COc1cc(/C=C2\SC(=Nc3ccc(Cl)c(C(=O)O)c3)NC2=O)c(Br)c(Br)c1O | 11 | 18 | -17 | 3 | ? | 18 | -0.1 | 2 | nt | -0.4 | 30
O=S(=O)(N/N=C\c1ccc2c(c1)OCO2)c1ccc(F)cc1 | -1 | 13 | nt | 4 | 4 | -5 | 0.2 | -1 | nt | 0.0 | 12
O=C(N1CCC(O)(c2cccnc2)CC1)C12CC3CC(CC(C3)C1)C2 | 0 | -2 | -4 | 10 | 14 | -6 | 0.1 | 17 | -1 | -1.1 | 3
C#CCn1c(=NC(=O)c2ccccc2[N+](=O)[O-])sc2cc(S(C)(=O)=O)ccc21 | 6 | 6 | -4 | -4 | 1 | 6 | 0.3 | 22 | 3 | 4.4 | -6
